# Screening results deposited in PubChem BioAssay by several laboratories.
# KLK7 zymogen act: proKLK7 zymogen activators, primary screen, biochemical, fluorescence intensity; AID 652039, 2013; 0.9% of 370,000 active; activation, % at 7 µM; Kallikrein-7 (Homo sapiens), P49862; purified proKLK7, EDANS-DABCYL substrate fluorescence; 100% is mature enzyme control, 0% vehicle;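 active = activation above the mean of all tested compounds plus 3 SD, computed per campaign excluding outliers beyond control limits, cut at about 13% in these data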
# UHRF1 MBD2 ctr: UHRF1 methylated DNA binding inhibitors, primary screen, counter-screen for MBD2 inhibitor project, biochemical, TR-FRET, human UHRF1, single concentration. E3 ubiquitin-protein ligase UHRF1 (Homo sapiens), Q96T88. UHRF1 binding to methylated oligo. 0.75% of 370,000 active. inhibition, % at 4.4 µM; in the data active = inhibition above about 21%;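 also: UHRF1 SRA domain binding a hemimethylated CpG hairpin DNA probe; 0% = median of test compound wells and 100% = reference inhibitor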
# PLC-gamma1 inh: PLC-gamma1 enzyme inhibitors, primary screen, biochemical, fluorescence, purified enzyme; 1-phosphatidylinositol 4,5-bisphosphate phosphodiesterase gamma-1 (Homo sapiens), P19174; inhibition, % at 12.2 µM; 0.84% of 370,000 active; fluorogenic substrate; in the data active = inhibition above about 9.5%
# ASAP1 inh: inhibitors of human ASAP1 ArfGAP activity, primary screen, biochemical, fluorescence polarization; Arf-GAP with SH3 domain, ANK repeat and PH domain-containing protein 1 (Homo sapiens), …; ASAP1-stimulated ARF1 GTP hydrolysis, GDP FP detection; inhibition, % at 16.5 µM; 0.19% of 360,000 active; in the data active = inhibition above about 25%;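 also: 0% = vehicle with enzyme and substrate and 100% = no enzyme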
# Target sequence (Q9ULH1 325-724 limits assumed): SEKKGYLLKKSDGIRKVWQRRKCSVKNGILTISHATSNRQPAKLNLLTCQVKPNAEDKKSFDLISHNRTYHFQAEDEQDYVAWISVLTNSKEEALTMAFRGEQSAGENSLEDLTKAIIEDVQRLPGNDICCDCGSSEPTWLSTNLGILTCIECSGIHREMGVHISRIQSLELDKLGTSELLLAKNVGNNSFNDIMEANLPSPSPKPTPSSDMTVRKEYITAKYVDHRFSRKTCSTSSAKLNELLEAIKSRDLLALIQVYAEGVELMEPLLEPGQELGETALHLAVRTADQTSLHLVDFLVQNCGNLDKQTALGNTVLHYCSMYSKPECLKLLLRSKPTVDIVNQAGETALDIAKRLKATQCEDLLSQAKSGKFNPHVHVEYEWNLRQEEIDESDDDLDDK
# NR1D1 modulator: modulators of Rev-erb alpha DNA binding, primary screen, biochemical, FITC-DNA, fluorescence polarization, uHTS | Nuclear receptor subfamily 1 group D member 1 (Homo sapiens), P20393 | Rev-erbα–FITC-DNA binding, 90 min | activity, % at 10 µM | 0.79% of 370,000 active | AID 1259318, 2017;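 active = activity above about 14%, limit read from the data; passing the limit was not always enough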;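 also: 0% = DMSO wells with 35 nM protein and 100% = DMSO wells with 750 nM protein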
# Tn7 DDE FP: inhibitors of Tn7 peptide binding to fibrin DD(E), primary screen, biochemical, fluorescence polarization, human fibrin, Tn7 probe | inhibition, % at 8.3 µM | FP displacement of FITC-Tn7 peptide from fibrin DD(E); 0% = median of compound wells per plate | 0.13% of 370,000 active | AID 720508, 2013;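 active = inhibition above the mean of compounds falling within the control limits plus 3 SD of them, cut at about 14% in these data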;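 also: 0% = plate median of compound wells and 100% = 10 µM Aha-Tn7 peptide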
# Target sequence (P02675 whole entry, looked up): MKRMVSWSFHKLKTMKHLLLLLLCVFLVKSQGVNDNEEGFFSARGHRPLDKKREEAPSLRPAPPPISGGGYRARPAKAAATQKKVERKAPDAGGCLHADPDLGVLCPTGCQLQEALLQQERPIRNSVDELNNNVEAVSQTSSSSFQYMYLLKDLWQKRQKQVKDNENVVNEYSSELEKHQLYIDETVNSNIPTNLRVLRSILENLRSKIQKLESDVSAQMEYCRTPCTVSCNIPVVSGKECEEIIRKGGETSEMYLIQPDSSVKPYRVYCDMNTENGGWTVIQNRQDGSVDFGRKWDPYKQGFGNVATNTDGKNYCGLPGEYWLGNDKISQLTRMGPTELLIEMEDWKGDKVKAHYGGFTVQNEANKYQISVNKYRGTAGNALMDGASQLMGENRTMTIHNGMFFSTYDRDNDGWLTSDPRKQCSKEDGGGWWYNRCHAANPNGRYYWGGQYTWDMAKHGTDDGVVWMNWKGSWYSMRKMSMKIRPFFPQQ
#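 Assay system: Human fibrin DD(E) protein | Medium: Tris buffer with calcium and detergent, pH 7.8 | Reagent: 0.1 µM fluorescent Tn7 | Compound dosing: Single point at 8.3 µM | Times: 10 min preincubation, 3 h with tracer, room temperature | Detection: Fluorescence polarization of the labelled Tn7 tracer | Controls: Aha-Tn7 high control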
# HGIII-sPLA2 inh: human group III sPLA2 inhibitors, primary screen, biochemical, QFRET, BODIPY PC-A2 liposome substrate; Group 3 secretory phospholipase A2 (Homo sapiens), Q9NZ20; QFRET BODIPY PC-A2 liposome hydrolysis, fluorescence; inhibition, % at 12.2 µM; 0.56% of 370,000 active; AID 743126, 2013;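 active = inhibition above mean plus 3 SD of compounds lying within the high and low control bounds, cut at about 19% in these data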;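 also: 0% = median of test compound wells and 100% = no enzyme DMSO wells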
# ARFGAP1 inhibitor: inhibitors of rat ARFGAP1 GAP activity, primary screen, biochemical, fluorescence polarization, GDP tracer; ADP-ribosylation factor GTPase-activating protein 1 (Rattus norvegicus), Q62848; inhibition, % at 16.5 µM; Arfgap1-stimulated ARF1 GTP hydrolysis, GDP FP detection; 0.26% of 360,000 active; AID 651572, 2012;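 active = inhibition above a per-plate limit, mean inhibition of low control wells plus 3 SD, cut at about 25% in these data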;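 also: 0% = DMSO wells with enzyme and 100% = wells lacking Arfgap1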
# Target sequence (Q62848 1-136 limits assumed): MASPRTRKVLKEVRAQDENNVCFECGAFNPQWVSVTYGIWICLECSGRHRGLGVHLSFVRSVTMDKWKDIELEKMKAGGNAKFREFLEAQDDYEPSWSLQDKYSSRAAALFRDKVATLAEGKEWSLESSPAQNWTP
#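 Material: truncated rat Arfgap1 GAP domain; Incubation: compound-enzyme preincubation 20 min, reaction 120 min, detection 60 min, 25 °C; Read-out: percent inhibition of Arfgap1-stimulated GTP hydrolysis; Technique: FP, GDP Alexa 633 tracer displaced from anti-GDP antibody, 620/688 nm; Controls: No-Arfgap1 wells (100%) versus DMSO full-reaction wells (0%); Replication: single well per compound.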
# PLC-beta3 inh: human PLC-beta3 inhibitors, primary screen, biochemical, fluorescence; 1-phosphatidylinositol 4,5-bisphosphate phosphodiesterase beta-3 (Homo sapiens), Q01970; Purified PLC-beta3, fluorogenic substrate; inhibition, % at 12.2 µM; 0.18% of 370,000 active; in the data active = inhibition above about 11%;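 also: 0% = median of compound wells on plate and 100% = full blocker control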
# DDE Tn6 FP inh: inhibitors of Tn6 peptide binding to fibrin DD(E), primary screen, biochemical, fluorescence polarization, human fibrin, Tn6 probe. Fibrinogen beta chain (Homo sapiens), P02675. Fibrin DD(E) TRITC-Tn6 fluorescence polarization displacement. inhibition, % at 8.3 µM. 0.21% of 370,000 active;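 active = inhibition above a per-campaign cutoff: mean of compounds within control limits plus 3 SD, cut at about 15% in these data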;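 also: 0% = median of all compound wells on the plate and 100% = blocking peptide control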
# * marks the source's active call; other numbers are inactive results; nt = not tested or not shown.
SMILES,KLK7 zymogen act,UHRF1 MBD2 ctr,PLC-gamma1 inh,ASAP1 inh,NR1D1 modulator,Tn7 DDE FP,HGIII-sPLA2 inh,ARFGAP1 inhibitor,PLC-beta3 inh,DDE Tn6 FP inh
O=c1c2ccccc2nc2n1CC/C2=C\N1CCN(c2ccc([N+](=O)[O-])cc2)CC1,-0.8,-7,-13,-18,-1,1,6,-5,-27,-4
Cc1ccc(C)c(NC(=O)C(Sc2nncn2C)c2ccccc2)c1 (stereo not drawn),0.4,-1,0,-7,4,7,1,-8,3,4
CCOC(=O)c1c(NC(=O)Cn2c(=O)oc3ccccc32)oc(C)c1C(C)=O,0.4,1,-1,9,-3,4,-2,-6,2,0
COC(=O)c1c(C(=O)OC)c(C)n(Cc2ccco2)c1C,0.1,13,-3,-14,-2,6,-1,3,2,-1
CC(C)c1ccccc1NC(=O)CNC(C)c1ccc(F)cc1 (stereo not drawn),-0.1,10,4,-4,3,-3,-1,4,2,-11
Cc1cccc(C)c1NC(=O)c1ccc(-c2cc(F)ccc2F)o1,0.0,2,0,6,1,2,7,11,-1,-6
O=c1cc(-c2cccc([N+](=O)[O-])c2)[nH][nH]1,0.2,19,4,4,-3,-13,-14,-2,3,-1
CCCn1c(=O)c2sccc2n2c(CCCC(=O)NC3CCN(Cc4ccccc4)CC3)nnc12,0.1,5,-2,1,0,-2,7,2,-9,-2
COc1cc(OC)cc(-c2oc3cccnc3c2C#CCCO)c1,-18,2,-99,5,1,4,-14,-1,-139,1
Cc1c(CC(C)C)nc(N)c(C#N)c1-c1ccccc1,-0.1,1,-12,5,1,-5,-2,-3,-14,0
Fc1ccc(-c2csc3ncnc(Nc4ccc(N5CCOCC5)cc4)c23)cc1,0.9,-2,-27,-7,-2,10,1,-4,-43,-9
Cc1nnc(NC(=O)CCC(=O)N2CCN(S(=O)(=O)c3cc([N+](=O)[O-])ccc3C)CC2)s1,-0.5,3,1,10,0,0,0,14,1,-12
COc1ccc(CNc2cccc3[nH]c(C(F)(F)F)nc23)cc1OC,-0.3,-1,-3,6,-1,0,4,1,-11,1
NC(=O)Nc1ccc(C(=O)OCC(=O)NCc2ccc3c(c2)OCO3)cc1,-0.7,0,4,9,-4,2,8,-15,-2,4
Cc1ccc(C(=O)NCCCn2ccnc2)cn1,0.4,-1,0,-1,-5,-3,6,12,0,1
Nc1nc(N)c(Br)c(Nc2ccc(Cl)c(Cl)c2)n1,-0.4,-1,1,14,3,-7,3,11,-7,-2
Cc1ccc(C(=O)NCCc2nnc3ccc(SCC(=O)NCc4ccc(F)cc4)nn23)cc1,-0.8,3,-2,-6,-6,5,4,5,-11,4
COc1ccc(S(=O)(=O)N2CCCOC2CNC(=O)C(=O)NCCCN2CCOCC2)cc1C (stereo not drawn),0.1,0,3,-6,-3,-3,3,-4,-3,1
CN(C(=O)c1cccs1)c1ccccc1C(=O)O,0.4,32*,-22,12,2,-1,-1,5,-27,2
CCOc1ccccc1OCCCC(=O)Nc1sccc1C(N)=O,0.2,-1,-3,-2,-3,0,-14,5,-1,-3
Cc1cc(C)c(OCC(=O)OC(C)C(=O)N2CCc3ccccc32)c(C)c1 (stereo not drawn),0.6,0,-6,-4,-5,4,3,13,-7,-6
CC(=O)c1ccc(Nc2cnn(C34CC5CC(CC(CC(=O)O)(C5)C3)C4)c(=O)c2Cl)cc1,0.5,-3,2,-1,7,0,3,-6,4,-3
CP(=O)(COC(=O)c1ccccc1)COC(=O)c1ccccc1,0.2,3,1,-17,-4,2,2,7,3,5
CCCCCCCCN1C(=O)[C@@H](CC(=O)NCC2CCCCC2)C[C@@]2(C(=O)OC)C1=C[C@H](COCc1ccccc1)O[C@@H]2C,-0.2,0,0,nt,2,-4,-4,nt,-4,2
CCOc1ccc2oc(C(=O)NCc3ccccc3CN3CCCC3)c(C)c2c1,-2.9,7,-37,-10,2,-6,-3,5,-42,-1
CC(C)Cc1nc(Cl)c(C#N)c2c1CCC2,-0.1,-3,1,-6,3,0,2,-15,5,0
NC(=O)NOCc1ccc(Cl)cc1Cl,0.5,7,13*,9,-2,0,13,6,3,-6
CC12CCC(=O)N1C(C(=O)OCC(=O)Nc1sccc1C#N)CS2 (stereo not drawn),0.3,-2,-5,-4,0,3,-1,-8,-8,6
CCN(Cc1ccccc1)c1cc2c(c3c1ccn3C)C1CCC2O1 (stereo not drawn),-0.6,-2,-46,2,0,-1,9,6,-77,-5
COc1ccccc1-c1ccc(=O)n(CC(=O)NC2CCc3ccccc32)n1 (stereo not drawn),0.3,2,-1,9,6,-1,2,11,-13,-1
CC(CCc1ccccc1)NC(=O)C1CCCN(C(=O)c2cc3sccc3n2C)C1 (stereo not drawn),0.5,-2,3,-6,-1,-6,-19,6,2,-3
CC(C)N(CCCNC(=O)c1nn(C)c2c1CS(=O)(=O)c1ccccc1-2)Cc1ccccc1,0.6,-1,0,-15,-1,3,2,-3,-3,-3
CC1(c2nnnn2-c2ccc3c(c2)OCCO3)CSCC(=O)N1CCc1c[nH]c2ccccc12 (stereo not drawn),-0.4,0,0,nt,1,-5,-34,nt,3,-2
O=[N+]([O-])c1ccc(Cl)c(/C=N/n2c(C3CCCCC3)n[nH]c2=S)c1,0.5,1,0,-11,0,-5,4,8,2,-1
CCOc1cc(C(=O)Nc2ccc(S(=O)(=O)NC3=NCCCCC3)cc2)cc(Br)c1OC,0.3,-1,-2,2,2,4,-35,-2,-6,-2
CCOc1ccccc1CN1C(=O)c2ccccc2C1C(=O)NC(C)CC (stereo not drawn),0.5,3,8,-3,-4,-4,4,-4,9,-2
C=CCOc1c(Br)cc(/C=N/Nc2ccc(C(=O)O)cc2)cc1OCC,-2.4,-1,-56,-4,-3,5,-43,-2,-77,-4
O=C(NC1CCCCC1)C(c1ccco1)N(Cc1cccs1)C(=O)Cn1nnc2ccccc21 (stereo not drawn),-0.3,-1,1,0,0,5,-4,7,1,3
O=C(COC(=O)CNS(=O)(=O)c1ccc(Br)cc1Cl)NC1CCCC1,-0.4,4,0,4,-3,-3,2,14,-7,-12
Cc1c(C)n(Cc2ccccc2)c2ncnc(NCCN(C)C)c12,0.2,0,1,-5,3,-5,-20,7,-1,-1
Nc1ccc(CNc2ncn[nH]2)cc1,0.2,-2,-1,-5,3,1,4,-7,-8,-1
COc1ccc(Nc2ccc(C(N)=O)cc2[N+](=O)[O-])cc1,-0.1,-14,2,-1,-3,0,1,14,-4,-5
COCCOC(=O)c1c(C)n(C)c2ccc(OC(=O)C3CC3)cc12,-0.2,2,6,6,-1,3,5,11,4,0
C=CCn1c(=O)c2ccccc2n2c(SCC(=O)N3CCCc4ccccc43)nnc12,1.1,-3,-3,7,-3,1,2,-6,-5,4
COc1ccc(CN2CCN(S(=O)(=O)c3ccccc3)CC2)c(OC)c1OC,0.6,1,-4,4,-9,-1,11,15,-3,-8
CCCCCn1ccc(=O)c2c(C(F)(F)F)nccc21,0.1,-3,0,15,2,-12,-2,17,-3,3
CC1(C(=O)O)CCCN1C(=O)c1cccc(OC(F)(F)F)c1 (stereo not drawn),-0.5,1,0,-3,0,3,8,4,-2,0
CC(C)NCCCCOc1cccc(Br)c1,-0.8,3,2,4,4,-4,2,13,5,3

# Entries listed so far containing two or more sulfur atoms (2):
SMILES,KLK7 zymogen act,UHRF1 MBD2 ctr,PLC-gamma1 inh,ASAP1 inh,NR1D1 modulator,Tn7 DDE FP,HGIII-sPLA2 inh,ARFGAP1 inhibitor,PLC-beta3 inh,DDE Tn6 FP inh
Cc1nnc(NC(=O)CCC(=O)N2CCN(S(=O)(=O)c3cc([N+](=O)[O-])ccc3C)CC2)s1,-0.5,3,1,10,0,0,0,14,1,-12
CC12CCC(=O)N1C(C(=O)OCC(=O)Nc1sccc1C#N)CS2 (stereo not drawn),0.3,-2,-5,-4,0,3,-1,-8,-8,6

# The list continues.
SMILES,KLK7 zymogen act,UHRF1 MBD2 ctr,PLC-gamma1 inh,ASAP1 inh,NR1D1 modulator,Tn7 DDE FP,HGIII-sPLA2 inh,ARFGAP1 inhibitor,PLC-beta3 inh,DDE Tn6 FP inh
CC(=O)OCCC(NS(=O)(=O)OCC(Cl)(Cl)Cl)c1ccccc1 (stereo not drawn),0.3,-2,2,-1,-3,-7,-1,12,2,-6
Cc1ccc(Cl)cc1N1CCN(CC(=O)Nc2ccc(CN3CCCCC3)cc2)CC1,0.4,4,5,16,4,-7,2,3,3,0
COc1cc(/C=C(/C#N)C(=O)Nc2ccc(Cl)cc2)ccc1Oc1nc(Cl)ncc1F,0.2,2,0,2,-3,0,-19,-4,-7,2
CC(C1CCN(Cc2cn(C)nc2-c2cccc(Cl)c2)CC1)N1CCOCC1 (stereo not drawn),0.2,2,-2,0,-3,-1,6,6,-8,-6
CCCCCCCCN1C(=O)[C@H](CC(=O)NCc2cccc3ccccc23)C[C@@]2(C(=O)OC)CCCCC=C12,0.1,-1,-1,4,-1,0,-2,8,-5,3
C[C@H]1CN=C(N(C)C)N1CCc1cccc(F)c1,0.3,0,3,-12,-3,3,2,2,3,2
COC(=O)c1c(NC(=O)c2ccc(S(=O)(=O)N3CCOCC3)cc2)sc2c1CCN(C(C)C)C2,-1.0,19,-74,12,2,-2,-13,-5,-124,-8
Cc1ccc(CCNC(=O)c2sc3nc4n(c(=O)c3c2C)CCC4)cc1,0.2,12,3,12,0,-5,-1,7,-7,-3
CC(C)COC(=O)Nc1nnc(Cc2ccccc2)s1,0.3,1,1,9,2,6,-8,5,3,-1
Cc1cc(C(=O)N/N=C/c2ccc(N3CCOCC3)cc2)c(C)o1,1.4,-5,-112,9,-3,-2,2,18,-143,-1
Fc1ccc(C2=CC(c3cccs3)n3nnnc3N2)cc1 (stereo not drawn),0.6,3,-10,-16,-2,-1,-20,5,-14,-1
Cc1onc(-c2c(Cl)cccc2Cl)c1C(=O)O/N=C(\C#N)c1ccccc1,0.1,0,3,8,-1,1,-21,6,-3,6
Cc1ccc2[nH]cc(C(=O)CN3CCN(c4ccccn4)CC3)c2c1,0.1,2,-13,4,0,-2,-10,8,-16,-2
